Source: PubChem (Broad Institute)
SIRT5 inh: SIRT5 desuccinylase inhibitors, primary screen, biochemical, fluorescence imaging, single point, set 5 | 330,000 tested, 1.1% active | AID 652115, 2013 | Purified SirT5, succinyl-peptide AMC, trypsin-coupled fluorescence | inhibition, % at 15 µM | NAD-dependent protein deacylase sirtuin-5, mitochondrial (Homo sapiens), Q9NXA8; in the data active means inhibition above about 15%; inconclusive means no clear call, values can overlap the other calls
Target sequence (Q9NXA8 whole entry, looked up): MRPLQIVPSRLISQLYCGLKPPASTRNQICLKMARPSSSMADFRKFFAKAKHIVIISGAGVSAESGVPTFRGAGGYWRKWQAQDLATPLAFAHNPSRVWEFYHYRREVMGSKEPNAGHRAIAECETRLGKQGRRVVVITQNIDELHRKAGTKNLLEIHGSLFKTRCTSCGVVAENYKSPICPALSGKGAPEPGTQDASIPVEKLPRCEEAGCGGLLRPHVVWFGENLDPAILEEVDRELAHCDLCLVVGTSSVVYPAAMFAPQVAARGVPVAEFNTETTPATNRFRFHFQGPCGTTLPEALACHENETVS
ERp5 block: inhibitors of ERp5-driven insulin aggregation, primary screen, biochemical, turbidity, absorbance 650 nm, single point. Protein disulfide-isomerase A6 (Homo sapiens), Q15084. 90 min. 350,000 tested, 0.05% active. inhibition, % at 9.99 µM. AID 651711, 2012;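 active means mean replicate inhibition above about 25%, with every replicate also reaching it, limit read from the data, passing the limit was not always enough; inconclusive means only one of those two criteria met; inactive means neither criterion met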
Target sequence (Q15084 whole entry, looked up): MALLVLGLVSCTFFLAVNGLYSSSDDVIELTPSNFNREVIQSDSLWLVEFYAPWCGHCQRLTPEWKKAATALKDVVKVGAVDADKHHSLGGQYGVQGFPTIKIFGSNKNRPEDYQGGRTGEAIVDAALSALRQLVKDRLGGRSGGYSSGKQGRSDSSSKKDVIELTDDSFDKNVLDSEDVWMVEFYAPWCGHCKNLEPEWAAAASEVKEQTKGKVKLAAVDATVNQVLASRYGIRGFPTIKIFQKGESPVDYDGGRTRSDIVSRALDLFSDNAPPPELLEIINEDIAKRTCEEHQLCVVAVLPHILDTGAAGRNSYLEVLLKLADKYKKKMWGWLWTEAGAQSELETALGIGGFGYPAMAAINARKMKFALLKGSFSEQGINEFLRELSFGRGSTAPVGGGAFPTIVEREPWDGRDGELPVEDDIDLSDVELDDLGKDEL
C2C12 statin: suppressors of statin myotoxicity in C2C12 myotubes, primary screen, cell-based, single point, plate reader; 330,000 tested, 0.78% active; C2C12 myotubes + simvastatin, ATP luminescence, 48 h; scaled: DMSO 0, geranylgeraniol control 100; rescue of ATP level, % at 7.49 µM;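 active means mean ATP rescue above about 67%, or every replicate alone reaching that limit, limit read from the data, passing the limit was not always enough; inconclusive means no clear call, values can overlap the other calls; inactive means mean under the limit and some replicate under it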;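 further: myotubes were challenged with 10 µM simvastatin during compound exposure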
ARNT-TACC3 inh: disruptors of ARNT/TACC3 protein interaction, primary screen, biochemical, AlphaScreen, single concentration; Transforming acidic coiled-coil-containing protein 3 (Homo sapiens), Q9Y6A5; AlphaScreen His-ARNT PAS-B/GST-TACC3 binding, luminescence; TACC3 fragment carries E629A point mutation; inhibition, % at 9.99 µM; 390,000 tested, 0.66% active; AID 623870, 2012;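 active means mean inhibition of replicates at least 50% and at least half of replicates each reaching 50%; inconclusive means half or more replicates reach 50% but mean below 50%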;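 further: 0% = complete ARNT plus TACC3 wells and 100% = ARNT alone without TACC3; many hits fall short of the cut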
miR-122 sensor: miR-122 Renilla sensor signal increase in Huh7, primary screen, miR-122 inhibitor project, cell-based, single point, plate reader; Huh7 miR-122 Renilla luciferase sensor, 48 h; neutral wells = 0, positive control = 100; activation (reporter increase), % at 12.5 µM; 340,000 tested, 0.3% active;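 active means mean replicate activation score at least 90 and every replicate individually at or above 90; inconclusive means only one of the two criteria met; inactive means neither criterion met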;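 further: higher luciferase means less miR-122 activity so hits act as miR-122 inhibitors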
Cneo AK release: Cryptococcus neoformans cell lysis inducers, primary screen, AK release luminescence, single concentration. C. neoformans lysis, adenylate kinase release luminescence, 4 h; normalised: neutral wells 0, clomiphene wells 100. lysis activity, % at 15 µM. 360,000 tested, 0.2% active;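 active means mean lysis activity across replicates of at least 80%, whatever share of replicates individually reach that level; inactive means mean lysis activity below 80%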
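Test system: log-phase Cryptococcus neoformans yeast cells; Quantity: yeast cell density of 5 × 10^6 cells/mL; Buffer or medium: YPD; Doses: single compound concentration per well; Timing: 4 h at 37 °C static, read 1 h later; Measured by: AK luminescence; Read-out basis: lysis from increased AK signal; Control set: Clomiphene as positive control.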
esBAF inh: Bmi1 luciferase reporter increase in mESCs, primary screen, esBAF inhibitor project, mouse ES cells, Bmi1 luciferase knock-in, single point; reporter increase, % at 12.5 µM; 350,000 tested, 2% active; 24 h; 100% = twice the neutral-well signal; in the data active means activation above about 40%; inconclusive means no clear call, values can overlap the other calls;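 further: 0% = median of the plate's neutral control wells and 100% = double that signal; a rise in the Bmi1 reporter signal indicates esBAF inhibition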
An asterisk follows results filed as active; ? = inconclusive; . = not tested or not shown; [ ] = dose if it differs, or a comment.

SMILES	SIRT5 inh	ERp5 block	C2C12 statin	ARNT-TACC3 inh	miR-122 sensor	Cneo AK release	esBAF inh
O=C(Nc1cccnc1)C1Cc2c(-c3ccco3)ccnc2O1 (configuration not stated)	.	6	6	.	-2	3	3
COc1ccc(NC(=O)c2ccccc2C)c(OC)c1	-1	-2	34	4	2	-1	-1
C=CCSc1nc(C)c(CCCC)c(=O)[nH]1	-4	-2	.	41	.	.	.
Cc1ccc(/C=C2\SC(=S)N(CCC(=O)NCCCN3CCOCC3)C2=O)cc1	3	3	0	-2	-30	3	-4
CC(C)(C)c1ccc(N=C2SCC(=O)N2Cc2cccs2)cc1	0	0	.	-2	.	.	.
Cc1cc(OCC(=O)NC2CC2)c2c(C)cc(=O)oc2c1	.	.	-5	-2	-2	-1	4
CN1C(=O)c2cc(NS(C)(=O)=O)ccc2OC[C@@H]2O[C@@H](CC(=O)NCc3ccccc3)CC[C@@H]21	-1	-2	7	-1	5[16.7 µM]	-2	3
COCCn1c(SCC#N)nnc1-c1ccccc1	.	.	16	-12	.	-2	-3
C[C@H](CO)N1C[C@H](C)[C@@H](CN(C)Cc2ccccc2)Oc2ccc(N(C)C)cc2C1=O	21*	7	-27	-10	74[16.7 µM]	-2	-5
O=C(O)c1ccc(S(=O)(=O)c2ccccc2)cc1	.	.	-9	-2	-8	-2	-4
COc1ccc(C(C(=O)NC(C)(C)C)N(C(=O)CCC(=O)Nc2cc(C)on2)c2ccc(C)c(C)c2)cc1 (configuration not stated)	-1	3	1	-19	-4	-3	10
C[C@H]1CN([C@@H](C)CO)S(=O)(=O)c2ccc(-c3ccc(F)cc3)cc2O[C@@H]1CN(C)S(C)(=O)=O	-2	1	6	-5	14[16.7 µM]	3	3
Cc1nn(-c2cc(C(F)(F)F)ccn2)c(=O)o1	-2	-2	7	-4	-3	-4	-1
O=C(N[C@@H]1CC[C@@H](CCn2cc(C3(O)CCCC3)nn2)O[C@H]1CO)C1CCC1	6	-11	-2	-7	.	-3	3
COc1ccc(C(=O)COC(=O)C2CCC(=O)N2)cc1 (configuration not stated)	17*	0	.	17	.	.	.
O=C(C[C@@H]1CC[C@@H]2[C@H](COC[C@H](O)CN2S(=O)(=O)c2ccccc2)O1)N1CCOCC1	0	0	-23	-5	-2[16.7 µM]	-3	1
CCOC(=O)c1ccc(N2CCN(C(=O)c3ccccc3)CC2)c(NC(=O)c2ccco2)c1	-5	-5	2	-3	4	1	-2
COc1cccc(C(=O)NNC(=O)/C=C/c2ccccc2)c1	-6	2	3	0	3	-2	-7
O=C(CC(c1ccccc1)c1ccccc1)N1CCN(c2ccccn2)CC1	-2	2	-10	-3	-2	0	7
C[C@@H]1CN([C@@H](C)CO)C(=O)Cc2cc(N(C)C)ccc2O[C@H]1CN(C)C(=O)NC1CCCCC1	-6	-2	-43	-9	7[16.7 µM]	-5	12
Cc1ccc(CNC(=O)c2cc(-c3ccccc3C)nn2CC2CC(c3cccnc3)=NO2)cc1 (configuration not stated)	-1	1	3	1	-2	-3	-1
Cc1ccc(C(=O)N2CCCC(C(=O)c3ccc(Cl)cc3C)C2)cn1 (configuration not stated)	0	-3	32	-1	2	-3	-9
CNC(=S)Nc1cccc(S(=O)(=O)NC2=NCCC2)c1	0	2	.	-5	-3	.	.
CN(C)C(=O)C[C@@H]1CC[C@@H]2[C@H](COC[C@H](O)CN2C(=O)C2CC2)O1	-5	0	1	-4	-6[16.7 µM]	2	-10
C=CCOC(=O)Nc1ccc(Cl)cc1NC(=O)OCC=C	.	.	3	-6	-16	-1	-2
O=C(CN1C(=O)S/C(=C\C=C\c2ccccc2)C1=O)Nc1cccc(O)c1	.	.	6	5	-2	-3	65*
CCOC(=O)CNS(=O)(=O)c1ccc(S(=O)(=O)NC2CC2)cc1	-2	0	-6	7	3	1	-3
Cc1nn(C)c(C)c1S(=O)(=O)NCc1cccs1	.	.	82*	4	109*	0	-3
NC(=O)NOCc1cccc(Cl)c1	-2	0	.	-4	.	.	.
COc1cc(-c2nc(C(=O)NC3CCCCC3)cc3c2[nH]c2ccccc23)cc(OC)c1OC	-4	1	-30	-7	3	1	2
O=C(O)c1c2c(nc3ccc(F)cc13)CCC2	2	-7	-6	-7	-5	-3	-7
O=C(O)c1ccc(NC(=O)c2ccccc2NC(=O)c2ccccc2Cl)cc1	-2	1	-2	3	-5	-3	-6
C[C@H](CO)N1C[C@H](C)[C@@H](CN(C)S(=O)(=O)c2ccc(F)cc2)Oc2ccc(NC(=O)C3CC3)cc2CC1=O	-5	2	9	-9	-8[16.7 µM]	0	1
COc1cc(NC(=O)CN2C(=O)COc3ccccc32)cc(OC)c1	-4	4	-7	-15	0	2	8
O=C(Nc1cc(F)ccc1F)N1CCCCN2[C@H](CO)[C@H](c3ccc(-c4ccncc4)cc3)[C@@H]2C1	-5	7	.	1	7[16.7 µM]	1	.
C/C(=N/NS(=O)(=O)c1ccc(C)c(C)c1)c1c[nH]c2ccccc12	-3	-2	36	2	.	0	-1
CSCCC(NC(=O)COc1ccccc1)C(=O)N(C)CC(=O)Nc1ccc(C)cc1 (configuration not stated)	-5	3	4	.	44	1	8
CCC(=O)N[C@H]1C=C[C@@H](CC(=O)NCc2ccc(OC)cc2)O[C@H]1CO	6	0	-9	0	8[16.7 µM]	0	2
Cc1[nH]c2ccccc2c1/C=N/Nc1cccc(C(=O)O)c1	8	?	.	-2	.	.	.
O=C(C[C@@H]1CC[C@H](NC(=O)CN2CCOCC2)[C@@H](CO)O1)NCCc1ccccc1	2	-3	1	.	.	5	-3
COc1ccccc1S(=O)(=O)N1CC[C@@H]2[C@H](CO)Nc3ccc(-c4ccc(F)cc4)cc3[C@@H]21	4	-5	4	11	1[16.7 µM]	-5	5
COc1ccc(-c2ccc(C(=O)NCC3CCOCC3)c3occc23)c(C)c1	.	4	1	.	10	5	38
CCCN1CCC(NC(=S)Nc2ccc([N+](=O)[O-])cc2)CC1	-1	-9	.	29	.	.	.
COc1ccc2[nH]cc(C(=O)CN3CC(C)CC(C)C3)c2c1 (configuration not stated)	-3	-2	37	-3	6	0	5
CC(C)c1ccc(C2(C)NC(=O)N(CC(=O)NCC3COc4ccccc4O3)C2=O)cc1 (configuration not stated)	-7	-1	2	-6	-18	7	-7
CC1(C)OC(=O)C(=CNc2ccccc2)C(=O)O1	.	.	4	1	-17	-3	-10
C=CCN1CC(c2nc3ccccc3n2Cc2cccc3ccccc23)CC1=O (configuration not stated)	.	.	?	2	3	7	6
O=C(CSc1nnc(NC(=O)C2CC(=O)N(c3ccccc3)C2)s1)NCC1CCCO1 (configuration not stated)	2	-1	0	3	1	0	-1
Cc1c(CNC(=O)c2cnn3c2NC(c2ccccc2)CC3C(F)(F)F)cnn1C (configuration not stated)	-1	-2	0	-17	0	1	-2
Cc1ccc(S(=O)(=O)Nc2ccc3c(c2)CC(=O)N([C@H](C)CO)C[C@@H](C)[C@H](CN(C)C(=O)Nc2ccc4c(c2)OCO4)O3)cc1	-2	-13	-25	4	-2[16.7 µM]	-5	5
O=C(NCc1cn2ccccc2n1)c1ccc(Br)o1	-1	-5	8	.	-1	-6	-2
CN(C)CC(=O)N[C@H]1C=C[C@H](CC(=O)NCc2ccccc2F)O[C@H]1CO	6	2	2	21	.	2	-6
COc1ccccc1NC(=O)Cn1cnc2sc(C(=O)Nc3ccc(OC)c(OC)c3)c(C)c2c1=O	3	4	-4	-3	2	3	5
CC(C)CCNS(=O)(=O)c1cc2c3c(c1)CCN3C(=O)CC2	-4	-6	10	5	29	0	4
O=C(Nc1cc(Cl)ccc1O)C1CC(c2c(F)cccc2Cl)=NO1 (configuration not stated)	-2	-5	15	-21	.	-1	-8
O=C(OCC(=O)N1N=C(c2ccc(Cl)cc2)CC1c1ccco1)c1cncc(Br)c1 (configuration not stated)	.	-2	0	5	-4	0	8

In the list so far, these contain fluorine.
SMILES	SIRT5 inh	ERp5 block	C2C12 statin	ARNT-TACC3 inh	miR-122 sensor	Cneo AK release	esBAF inh
C[C@H]1CN([C@@H](C)CO)S(=O)(=O)c2ccc(-c3ccc(F)cc3)cc2O[C@@H]1CN(C)S(C)(=O)=O	-2	1	6	-5	14[16.7 µM]	3	3
Cc1nn(-c2cc(C(F)(F)F)ccn2)c(=O)o1	-2	-2	7	-4	-3	-4	-1
O=C(O)c1c2c(nc3ccc(F)cc13)CCC2	2	-7	-6	-7	-5	-3	-7
C[C@H](CO)N1C[C@H](C)[C@@H](CN(C)S(=O)(=O)c2ccc(F)cc2)Oc2ccc(NC(=O)C3CC3)cc2CC1=O	-5	2	9	-9	-8[16.7 µM]	0	1
O=C(Nc1cc(F)ccc1F)N1CCCCN2[C@H](CO)[C@H](c3ccc(-c4ccncc4)cc3)[C@@H]2C1	-5	7	.	1	7[16.7 µM]	1	.
COc1ccccc1S(=O)(=O)N1CC[C@@H]2[C@H](CO)Nc3ccc(-c4ccc(F)cc4)cc3[C@@H]21	4	-5	4	11	1[16.7 µM]	-5	5
Cc1c(CNC(=O)c2cnn3c2NC(c2ccccc2)CC3C(F)(F)F)cnn1C (configuration not stated)	-1	-2	0	-17	0	1	-2
CN(C)CC(=O)N[C@H]1C=C[C@H](CC(=O)NCc2ccccc2F)O[C@H]1CO	6	2	2	21	.	2	-6
O=C(Nc1cc(Cl)ccc1O)C1CC(c2c(F)cccc2Cl)=NO1 (configuration not stated)	-2	-5	15	-21	.	-1	-8
